Source: PubChem (several laboratories)
TRPC4 potent – positive allosteric modulators of TRPC4, primary screen, cell-based, mouse TRPC4beta, HEK293 mu-opioid, Fluo-4 calcium; AID 2227, 2009; DAMGO EC20, Fluo-4 Ca2+ flux; stronger effect = higher value; B-score at 10 µM; 310,000 compounds, 0.42% hits; Short transient receptor potential channel 4 (Mus musculus), Q9QUQ5;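 active means B-score of calcium response area above 5 SD of library B-scores, with initial fluorescence ratio within 5 SD of library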;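 further: B-score of integrated fluorescence ratio over time as area under calcium response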
Target sequence (Q9QUQ5 whole entry, looked up): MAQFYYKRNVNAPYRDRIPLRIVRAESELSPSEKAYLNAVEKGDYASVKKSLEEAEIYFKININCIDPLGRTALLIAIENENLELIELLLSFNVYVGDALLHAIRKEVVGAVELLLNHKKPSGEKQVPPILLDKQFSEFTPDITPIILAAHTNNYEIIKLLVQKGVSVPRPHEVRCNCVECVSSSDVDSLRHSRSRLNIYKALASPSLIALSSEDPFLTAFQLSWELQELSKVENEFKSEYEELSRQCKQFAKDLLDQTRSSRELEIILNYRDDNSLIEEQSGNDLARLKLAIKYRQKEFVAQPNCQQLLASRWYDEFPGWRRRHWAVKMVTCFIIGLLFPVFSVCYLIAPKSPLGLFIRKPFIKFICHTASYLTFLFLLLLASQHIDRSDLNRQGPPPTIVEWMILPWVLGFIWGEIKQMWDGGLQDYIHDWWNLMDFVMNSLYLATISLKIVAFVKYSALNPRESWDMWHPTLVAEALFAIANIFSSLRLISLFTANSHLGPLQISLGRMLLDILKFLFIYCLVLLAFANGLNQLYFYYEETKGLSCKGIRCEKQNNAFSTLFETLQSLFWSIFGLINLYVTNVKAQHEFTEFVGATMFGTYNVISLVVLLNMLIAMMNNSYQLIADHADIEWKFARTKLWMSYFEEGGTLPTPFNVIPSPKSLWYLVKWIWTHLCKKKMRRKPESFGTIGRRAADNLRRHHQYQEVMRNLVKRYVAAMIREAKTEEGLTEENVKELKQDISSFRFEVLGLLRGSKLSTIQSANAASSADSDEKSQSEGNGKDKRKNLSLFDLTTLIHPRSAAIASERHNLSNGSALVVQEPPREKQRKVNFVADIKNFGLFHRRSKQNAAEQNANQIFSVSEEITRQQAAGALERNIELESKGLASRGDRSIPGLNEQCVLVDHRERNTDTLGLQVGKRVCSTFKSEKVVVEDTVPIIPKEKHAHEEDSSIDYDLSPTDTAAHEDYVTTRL
TRPC4 inh – inhibitors of mouse TRPC4 channel, primary screen, Fluo4 calcium, HEK293 TRPC4beta/mu-opioid cells; DAMGO-evoked Fluo4 calcium flux; stronger effect = lower value; 300,000 compounds, 0.39% hits; Short transient receptor potential channel 4 (Mus musculus), Q9QUQ5; AID 2247, 2010; B-score at 10 µM;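 active means B-score over 3 SD under the library average, no early fluorescence shift, positive overall ratio signal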
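Signal: kinetic Fluo4 fluorescence imaging of calcium influx. Material: stable TRPC4beta/mu-opioid receptor HEK293 cells. Probe or stimulus: DAMGO in two steps, submaximal then maximal.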
MrgX1 antagonist – antagonists of human MrgX1 receptor, primary screen, HEK293 cells, Fluo-4 calcium flux. Mas-related G-protein coupled receptor member X1 (Homo sapiens), Q96LB2. BAM8-22 antagonism; stronger effect = lower value. B-score at 10 µM. 310,000 compounds, 1.3% hits;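 active means calcium-response B-score plate-corrected more than 3 library SD below zero, starting fluorescence within 5 deviations, no agonist response on first addition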;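 further: peak minus trough fluorescence over baseline after final BAM8-22 challenge near maximal dose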
HIF activator – HIF pathway transcriptional activators, primary screen, cell-based, U2OS HRE-luciferase, luminescence. U2OS HRE-luciferase reporter; normalized: DMSO 0%, desferrioxamine 100%. activation, % at 7.5 µM (by protocol). 300,000 compounds, 0.32% hits;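 active means mean activation of at least 10% of the iron chelator positive control signal, with at least half of replicates also reaching 10%; inconclusive means mean and replicate majority disagree about reaching 10%; inactive means mean and most replicates under 10%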
KLF5 inh – KLF5 expression inhibitors, primary screen, DLD-1 cells, luminescence; inhibition, % at 5 µM; DLD-1 KLF5 promoter-luciferase reporter; AID 1700, 2009; 290,000 compounds, 0.23% hits;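 active means inhibition above a per-plate limit of that plate's mean compound inhibition plus 3 SD, cut at about 60% in these data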;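 further: 0% = DMSO wells and 100% = LY294002 at 200 µM; higher means less KLF5 promoter-driven luciferase light; inactives centre near -14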
aSyn 5UTR inh – MLPCN primary screen, SNCA 5' untranslated region; alpha-synuclein 5'UTR reporter, inhibitor activity; inhibition, % (tested at 7.5 µM); 300,000 compounds, 0.82% hits; AID 1813, 2009; in the data active means inhibition above about 60%; inconclusive means no clear call, values can overlap the other calls;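 further: H4 neuroglioblastoma cells stably carrying SNCA 5'UTR luciferase fusion; 0% = DMSO wells and 100% = positive control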
IEC-6 tox – cytotoxicity in IEC-6 intestinal epithelial cells, primary screen, cytotoxicity control for KLF5 inhibitor project, cell-based, luminescence | IEC-6 cytotoxicity, luminescence viability | inhibition, % at 5 µM | 290,000 compounds, 0.78% hits | AID 1825, 2009; in the data active means inhibition above about 22%;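 further: 0% = plate median of test compound wells and 100% = cytotoxic reference compound wells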
SKKanGAS inh – S. pyogenes SKKanGAS growth inhibitors in kanamycin, primary screen, streptokinase expression inhibitor project, SKKanGAS strain, BacTiter-Glo luminescence; AID 1662, 2009; inhibition, % at 7.5 µM; 6 h; 300,000 compounds, 1.3% hits;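 active means mean replicate score, as percent of positive control median, at least 50; inconclusive means mean below 50 but one replicate at or above 50; inactive means mean and every replicate below 50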;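 further: strain carries kanamycin resistance gene driven by streptokinase promoter and grows in 40 µg/ml kanamycin; loss of luminescence reflects streptokinase promoter inhibition or plain growth inhibition; 0% = median of DMSO wells and 100% = positive control at its reference dose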
TRPC6 inh – mouse TRPC6 channel inhibitors, primary screen, cell-based, HEK293, membrane potential dye; Short transient receptor potential channel 6 (Mus musculus), Q61143; ACh-evoked depolarization; stronger effect = lower value; B-score at 10 µM; 310,000 compounds, 1.1% hits; AID 2553, 2010;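 active means B-score under library mean minus 3 SD, initial fluorescence not abnormally high, positive integrated signal ratio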;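 further: B-score derived from integrated fluorescence ratio over the kinetic read; more negative B-score means stronger inhibition of depolarization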
TRPC4 agonist – activators of mouse TRPC4 channel, primary screen, Fluo4 calcium, HEK293 TRPC4beta/mu-opioid cells; Short transient receptor potential channel 4 (Mus musculus), Q9QUQ5; Fluo4 calcium fluorescence; stronger effect = higher value; B-score at 10 µM; 310,000 compounds, 0.49% hits;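 active means B-score above 5 SD of library B-scores, and initial fluorescence ratio not above library mean plus 5 SD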;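 further: positive B-score marks a calcium rise read as TRPC4 activation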
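Assay system – TRPC4beta and mu-opioid receptor HEK293 stable cells · Measured by – Fluo4 fluorescence, kinetic · Schedule – dye loading 45 min room temperature, 110 s kinetic read · Read-out – B-scored integrated calcium fluorescence ratio · Controls – buffer and maximal DAMGO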
TRPC6 act – mouse TRPC6 channel activators, primary screen, cell-based, HEK293, membrane potential dye; Short transient receptor potential channel 6 (Mus musculus), Q61143; B-score at 10 µM; HEK293-TRPC6 membrane potential dye fluorescence; stronger effect = higher value; 310,000 compounds, 0.13% hits;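 active means B-score of the integrated fluorescence ratio above library mean plus 3 SD, and starting fluorescence ratio within library mean plus 5 SD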;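 further: higher score means more depolarization so channel activation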
Numbers without * were called inactive; i = inactive; ? = inconclusive; nt = no result given.

SMILES	TRPC4 potent	TRPC4 inh	MrgX1 antagonist	HIF activator	KLF5 inh	aSyn 5UTR inh	IEC-6 tox	SKKanGAS inh	TRPC6 inh	TRPC4 agonist	TRPC6 act
COc1ccc(CN2CN(S(=O)(=O)c3cccs3)c3nc4ccccc4nc32)cc1	i	i	i	0.5	-91	-34	4	23	i	i	i
Cc1ccc(C)c(N2C(=O)CC(N3CCN(Cc4ccc5c(c4)OCO5)CC3)C2=O)c1 (stereo not drawn)	i	i	i	-49	-10	-10	4	-10	i	i	i
CCOC(=O)c1cc(NC(=O)C2CCCO2)cc(C(=O)OCC)c1 (stereo not drawn)	i	i	i	-0.6	-1	22	-5	-10	i	i	i
CCOC(=O)c1sc(NC(=O)CSc2nc(C)cc(C)c2C#N)c(C#N)c1C	i	i	-7.3*	0.1	-17	-2	3	1	i	i	i
CC1CCCCC12NC(=O)N(CC(=O)NC1CCCc3ccccc31)C2=O (stereo not drawn)	i	i	i	0.2	-7	-12	2	-2	i	i	i
O=C1N/C(=C\c2ccccc2)C(O)=C1C=NCc1ccccc1	i	i	i	-0.8	5	-25	9	-1	i	i	i
O=C(CN(Cc1ccccc1Cl)C(=O)Cn1nnc(-c2cccs2)n1)NCC1CCCO1 (stereo not drawn)	i	i	i	-0.4	-9	23	0	-9	i	i	i
O=C(NCCCN1CCOCC1)c1cc(-c2cccc(Br)c2)nc2ccccc12	i	i	i	0.1	-38	-2	1	-5	i	i	i
O=C(COc1coc(CN2CCN(c3ccc(F)cc3)CC2)cc1=O)Nc1ccccc1	i	i	i	-0.1	nt	8	nt	-3	i	i	i
Cc1c(C(=O)O)cccc1-c1ccc(/C=C2/NC(=O)N(c3ccccc3)C2=O)o1	i	i	i	0.4	-67	-54	-4	5	i	i	i
CC1(CCc2ccccc2)NC(=O)N(CC(=O)O)C1=O (stereo not drawn)	i	i	i	0.2	-7	-7	-1	5	i	i	i
COc1ccc(OC)c(CN2CCCC(CCC(=O)N(C)CCc3ccccn3)C2)c1 (stereo not drawn)	i	i	i	1.0	-12	1	-6	4	i	i	i
COc1ccc(C(=O)NNC(=O)CSc2nnc(-c3cccnc3)n2C)cc1	i	i	i	-0.1	-20	-14	-6	-2	i	i	i
Clc1ccc(-c2ccc(CNCc3ccccn3)o2)cc1	i	i	i	0.4	-38	-48	0	57*	i	i	i
CCc1nc(SCc2ccc(C(=O)OC)o2)c2c(=O)n(C)c(=O)n(C)c2n1	i	i	i	0.1	-21	15	-4	-5	i	i	i
O=C1c2cccnc2C(Nc2ccc(Br)cc2Br)N1Cc1cccs1 (stereo not drawn)	i	i	i	0.1	-8	-17	-2	18	i	i	i
Cc1noc(C)c1S(=O)(=O)Nc1ccc(C(=O)Nc2ccc(OC(F)(F)F)cc2)cc1	i	i	i	0.4	-16	-22	-3	16	i	i	i
O=C(Nc1cc(Sc2ccccn2)cc([N+](=O)[O-])c1)c1ccc([N+](=O)[O-])cc1	i	i	i	nt	-32	nt	-6	nt	i	i	i
CCOC(=O)C1CCN(C(=O)c2ccccc2NS(=O)(=O)c2ccc(F)c(F)c2)CC1	i	i	i	-0.3	-4	-18	-2	-13	i	i	i
CCOc1ccc(NS(=O)(=O)c2cc(C(=O)N3CCN(C(C)=O)CC3)ccc2Cl)cc1	i	i	i	0.1	-69	3	-2	-6	i	i	i
Oc1ccccc1/C=N/NC(=S)NC1CC2CCC1C2 (stereo not drawn)	i	i	i	2.2	-61	-83	1	70*	i	i	i
Cc1ccc(-c2n[nH]c(S(C)(=O)=O)c2C#N)cc1	i	i	i	-0.1	-37	-39	-2	-2	i	i	i
Cc1ccc(NC(=O)CN(C)C(=O)CCC(=O)N2CCOCC2)cc1	i	i	i	0.5	nt	5	nt	-3	i	i	i
COC(=O)c1ccc(-c2noc(CN3C[C@H]4CC[C@H]3C4)n2)cc1	i	i	i	0.6	-17	-119	-4	-10	i	i	i
CCn1c(CSc2nncn2-c2ccc(OC)cc2)nc2cc(S(=O)(=O)N(C)C)ccc21	i	i	i	0.0	6	11	-3	-16	i	i	i
C[C@H](NC(=O)C(c1ccccc1)c1ccccc1)c1ccccc1	i	i	i	-10	-10	-1	-7	11	i	i	i
CC(NCc1nc2ccccc2n1C)C12CC3CC(CC(C3)C1)C2 (stereo not drawn)	i	i	i	0.3	0	16	3	19	i	i	i
COc1ccccc1CNS(=O)(=O)c1ccc2c(c1)NC(=O)C(C)S2 (stereo not drawn)	i	i	i	0.1	2	-4	-2	0	i	i	i
CCn1c(SCC(=O)Nc2ccc(C)cc2)nc2sc3c(c2c1=O)CCN(C)C3	i	i	i	0.4	-17	14	-1	11	i	i	i
CCOC(=O)C1CCN(CC(=O)NC(=O)NC2CCCCC2)CC1	i	i	i	-0.3	-24	8	-5	1	i	i	i
COc1ccc(S(=O)(=O)N2CCOC2CNC(=O)C(=O)NCCc2ccc(S(N)(=O)=O)cc2)cc1 (stereo not drawn)	i	i	i	0.2	1	10	-1	1	i	i	i
N#C/C(=C\c1c(N2CCCCC2)nc2ccccn2c1=O)S(=O)(=O)c1ccccc1	i	i	i	-0.5	6	7	-2	-1	-5.3*	i	i
CCCC(=O)Nc1cc(-c2nn(C)c(=O)c3ccccc23)ccc1N1CCOCC1	i	i	i	-0.2	-10	24	-3	-7	i	i	i
Cc1c(/C(O)=C2/C(=O)C(=O)N(CCN3CCOCC3)C2c2ccccn2)cnn1-c1ccccc1 (stereo not drawn)	i	i	i	-3.0	69*	-1	1	-1	i	i	i
O=C(O)c1cccc(-n2cccc2/C=C2\NC(=O)N(Cc3ccc(F)cc3)C2=O)c1	i	i	i	0.0	9	-12	-1	12	i	i	i
O=C1c2ccncc2C(=O)N1CNc1ccc(Cl)cc1	i	i	i	1.0	-1	-1	0	2	i	i	i
CN1CCN(c2ccc(NC(=O)c3ccc(-c4ccc(Cl)cc4)o3)cc2)CC1	i	i	i	1.8	-49	-46	1	?	i	i	i
CC(C)N(Cc1nc(-c2ccc3c(c2)OCO3)no1)CC1CCC(=O)N1 (stereo not drawn)	i	i	i	0.6	29	5	1	8	i	i	i
COc1ccc(CNC(=O)C/C(C)=N/NC(=O)C(c2ccccc2)c2ccccc2)cc1	i	i	i	-1.0	-35	11	2	0	i	i	i
CCOC(=O)C1CN(S(=O)(=O)c2ccc(C)cc2)C1	i	i	i	0.3	-31	9	-4	-1	i	i	i
Cc1ccc(-c2nnn(C(C)C(=O)N3c4ccccc4CCc4ccccc43)n2)cc1 (stereo not drawn)	i	i	i	-0.1	-2	17	-2	0	i	i	i
Cc1c(NC(=O)c2cc3c(s2)CCCC3)c(=O)n(-c2ccccc2)n1C	i	i	i	1.1	-3	8	-1	-4	i	i	i
CCc1ccccc1NC(=O)COc1ccc2c(=O)c(Oc3cc(C)ccc3C)coc2c1	i	i	i	-0.2	-28	26	5	-6	i	i	i
Cc1ccccc1-c1nc(CS(=O)(=O)CC(=O)N2CCN(C)CC2)c(C)o1	i	i	i	-0.2	-17	0	-6	-4	i	i	i
CCOc1c(O)ccc(C2NC(=O)N(C)C(C)=C2C(=O)OC)c1[N+](=O)[O-] (stereo not drawn)	i	i	i	-0.7	-5	5	0	14	i	i	i
CC1c2ccsc2CCN1S(=O)(=O)c1ccccc1 (stereo not drawn)	i	i	i	-0.4	0	17	2	-13	i	i	i
CN(C)CCCN1C(=O)C2CCc3[nH]c4ccccc4c3C2C1=O (stereo not drawn)	i	i	i	-0.1	-5	8	0	-2	i	i	i
CCOC(=O)c1cnc(-c2cccc(OC)c2)[nH]c1=O	i	i	i	2.2	-22	-25	-1	7	i	i	i
NS(=O)(=O)c1ccc(CCNC(=O)[C@@H]2CCCN2S(=O)(=O)c2ccccc2F)cc1	i	i	i	0.1	-28	10	0	-2	i	i	i
CC(C)Cc1ccc(CN2CCCC(NC(=O)c3nn(C)c(=O)c4ccccc34)C2)cc1 (stereo not drawn)	i	i	nt	-0.1	-5	0	-9	7	i	i	i
COC(=O)c1ccc(S(=O)(=O)N2CCCN(Cc3ccc(F)cc3)CC2)n1C	i	i	i	-0.2	-39	7	-1	2	i	i	i
CC(C)C(=O)Nc1cc(C(F)(F)F)ccc1N1CCOCC1	i	i	-5*	nt	6	-1	4	5	i	i	i
CC(=O)Nc1ccc(N2CCC(C)CC2)c([N+](=O)[O-])c1	i	i	i	0.4	-23	6	4	1	i	i	i
Cc1ccc(-c2nc(CS(=O)(=O)CC(=O)NC3CCC(C)CC3)c(C)o2)cc1 (stereo not drawn)	i	i	i	?	-17	-102	2	-13	i	i	i
CC(OC(=O)c1ccc(Cl)c(S(=O)(=O)N2CCOCC2)c1)C(=O)NC1CCCCC1C (stereo not drawn)	i	i	i	-0.3	11	7	9	4	i	i	i
CCOc1ccccc1O[C@H](c1ccccc1)[C@H]1CNCCO1	i	i	i	0.3	nt	22	nt	-2	i	161*	i
Cc1c(NC(=S)Nc2ccccc2C(F)(F)F)cccc1[N+](=O)[O-]	i	i	i	-2.6	-8	-65	3	-1	i	i	i
CCOC(=O)c1cc2sccc2n1CC(=O)N1CCc2ccccc21	i	i	i	0.4	6	-1	0	-3	i	i	i
COc1ccc(C)cc1S(=O)(=O)Nc1cc2c3c(c1)CC(=O)N3CCC2	i	i	i	0.1	nt	6	nt	-12	i	i	i

An unsorted share of the library. Share with any hit: about 5.8%.
